# Giardia killer: Giardia lamblia killing; Giardia lamblia trophozoite viability; activity change, % at 7.66 µM, hits read low; actives 0.15% (n = 340,000); AID 540267; in the data active = activity change below about -80%; inconclusive = between about -30% and that limit;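 note: parasites exposed to compound for two days anaerobically before the ATP read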
#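 ATP-content bioluminescence gauges trophozoite survival. Cells (100/well) receive compound and incubate anaerobically for 48 hrs at 37 deg C; detection reagent follows for 15-30 min at room temperature.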
# KCNH2 WT inh: blocks the wildtype human KCNH2 potassium channel | U2OS, BacMam KCNH2, thallium flux FluxOr; active compounds read low | actives 0.37% (n = 340,000) | activity change, % at 1.84 µM;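 active = maximum activity change below -70%; inconclusive = maximum activity change between -70% and -50%; inactive = maximum activity change above -50%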
# Target sequence (Q12809 whole entry, looked up): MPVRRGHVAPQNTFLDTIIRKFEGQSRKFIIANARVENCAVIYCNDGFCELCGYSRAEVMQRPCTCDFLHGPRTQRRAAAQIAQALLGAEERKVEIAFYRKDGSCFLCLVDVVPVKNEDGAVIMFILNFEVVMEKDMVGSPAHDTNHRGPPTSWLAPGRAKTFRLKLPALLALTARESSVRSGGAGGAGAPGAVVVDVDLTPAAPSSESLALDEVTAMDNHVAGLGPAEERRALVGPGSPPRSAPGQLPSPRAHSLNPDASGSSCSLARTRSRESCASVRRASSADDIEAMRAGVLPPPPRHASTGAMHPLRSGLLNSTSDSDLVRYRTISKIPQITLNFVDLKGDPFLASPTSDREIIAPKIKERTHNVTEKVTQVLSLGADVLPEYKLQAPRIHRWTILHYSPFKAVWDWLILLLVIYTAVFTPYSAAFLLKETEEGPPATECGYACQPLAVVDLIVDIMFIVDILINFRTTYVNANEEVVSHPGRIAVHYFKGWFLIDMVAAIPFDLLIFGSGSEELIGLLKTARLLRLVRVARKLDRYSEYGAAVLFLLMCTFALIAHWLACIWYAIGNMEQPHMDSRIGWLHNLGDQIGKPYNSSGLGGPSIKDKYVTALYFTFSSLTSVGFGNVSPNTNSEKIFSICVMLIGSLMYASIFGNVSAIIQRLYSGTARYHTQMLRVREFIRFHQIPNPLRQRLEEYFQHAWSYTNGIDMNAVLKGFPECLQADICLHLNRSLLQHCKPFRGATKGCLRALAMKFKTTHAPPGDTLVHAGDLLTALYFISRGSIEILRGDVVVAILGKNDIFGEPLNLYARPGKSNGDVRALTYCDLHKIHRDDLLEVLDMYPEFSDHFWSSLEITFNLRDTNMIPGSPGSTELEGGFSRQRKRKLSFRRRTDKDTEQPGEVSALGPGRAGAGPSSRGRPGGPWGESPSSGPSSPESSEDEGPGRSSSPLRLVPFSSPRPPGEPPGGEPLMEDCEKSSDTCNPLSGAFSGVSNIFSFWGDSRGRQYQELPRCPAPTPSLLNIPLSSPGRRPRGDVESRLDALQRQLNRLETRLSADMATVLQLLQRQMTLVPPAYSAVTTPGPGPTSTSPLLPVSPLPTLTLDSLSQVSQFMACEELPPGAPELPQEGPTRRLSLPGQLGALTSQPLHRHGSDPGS
#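 U2OS cells were transduced with wild-type KCNH2 virus (2.03 x 10^8 / mL) for 4 h at room temperature, then cultured overnight at 37 C. Thallium flux was read with FluxOr dye. Rate constants were normalized to DMSO controls.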
# uPA surface inh: inhibitors of cell surface uPA generation; cell surface uPA generation assay, qHTS; Potency, µM (top dose mostly 38.3 µM), for inactives: at the highest dose activity change, negative = inhibition, hits mostly inhibitors; actives 0.31% (n = 330,000); AID 540303; active = well fitted inhibition curve with a large enough effect; inconclusive = small, poorly fitted or top-dose-only effect; inactive = no such curve, though single readings can be large or run the other way; tested in mouse RAW 264.7 cells; note: potency is the fitted concentration of half-maximal effect; nearly all actives have a fitted effect of over 55% in size
# KCNH2 3.1 block: KCNH2 3.1 (human) potassium channel inhibition | U2OS KCNH2 3.1, thallium flux FluxOr; active compounds read low | activity change, % (tested at about 1.8 µM) | actives 0.95% (n = 340,000);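 active = maximum activity change below -70%; inconclusive = maximum activity change from -70% to -50%; inactive = maximum activity change above -50%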;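 note: thallium influx rate constant from kinetic fluorescence after stimulation buffer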
#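 Steps: virus added to U2OS suspension (4 h, RT, dark); medium with 10% FBS added, cells plated, 37 C overnight; FluxOr/Red40 loading buffer 45 min RT; stimulation buffer, 2 min kinetic read; rate constant normalized.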
# Numbers without * were called inactive; ? = inconclusive; [ ] = another dose, or the depositor's remark. % is set by controls: 0 for no effect and ±100 for the full control effect. An excerpt, so the mix of outcomes need not match the whole.
SMILES,Giardia killer,KCNH2 WT inh,uPA surface inh,KCNH2 3.1 block
CN(CC(=O)Nc1ccccc1Br)C(=O)c1ccccc1OCc1ccc(Cl)cc1,3.5,-17.3,2.5%,-8.4
CCOC(=O)N(Cc1ccccc1)Cc1ccc(C(=O)N[C@@H](Cc2ccccc2)C(=O)O)cc1,9.1,-2.4,20.1%,14.7
O=C(OCc1ccccc1)N1CCC2CC1c1cc(Cl)ccc12 (centres undefined),2.7,-7.4,-1.1%,-5.6
Cc1ccc(-c2nc(C)sc2CC(=O)OCC(=O)Nc2ccc(F)c(Cl)c2)cc1,3.5,-5.2,-3.2%,5.9
COc1ccc(NC(=O)c2cc(-c3ccc(C)o3)nc3ccccc23)cc1,4.9,1.6,-4.7%,-28.1
O=C(c1csc2c1CCCC2)n1cccn1,8.3,-13.8,-2.7%,12.1
Cn1c2c(c(=O)n1-c1ccccc1)CSCC2,5.7,4.2,5.0%,-1.9
Oc1ccc(-c2nccs2)cc1,-1.5,15.7,-4.8%,-120.1*
O=C1C[C@@H]2c3c(cccc3CN1Cc1ccccc1)C[C@@H](O)[C@H]2O,46.1[activator],7.0,4.6%,-4.8
O=S(=O)(CCNCc1ccco1)NC1CCCCC1,-1.6,-5.5,-0.2%,2.4
Cc1ccc(S(=O)(=O)N2CCN(C(=O)COC(=O)COc3ccc(Cl)cc3)CC2)c(C)c1,5.8,18.1,9.4%,-9.1
CC(C)(C)OC(=O)N(Cc1ccccc1)Cc1ccccc1OCc1cccc(NC(=O)C2CC2)c1,-2.1,0.5,5.6%,-9.0
O=C(NCC(c1cccs1)N1CCOCC1)c1cc(S(=O)(=O)N2CCOCC2)ccc1Cl (centres undefined),15.6,1.6,-4.8%,2.8
Clc1nc(NC2CCCCC2)c2cn[nH]c2n1,13.6,-4.1,-4.4%,-5.8
Cc1cn(C2CCCCO2)c(=O)nc1NO (centres undefined),3.2,8.0,2.9%,9.6
COc1ccc2c(c1)C(O)C(CO)C(C(=O)O)C2 (centres undefined),-17.1,21.8,0.7%,-2.2
COCOc1ccc(-c2oc3c(C/C=C(\C)CCC=C(C)C)ccc(O)c3c(=O)c2OCOC)c(OCOC)c1,-20.5,-4.8,5.3%,-2.0
CCOC(=O)C1CCN(C(=O)COC(=O)CNS(=O)(=O)c2ccc(SC)c([N+](=O)[O-])c2)CC1,5.3,5.5,-0.7%,-2.0
CC12CCC(=O)C=C1CCC1C2CCC2(C)C1CC1C3C(=O)N(Cc4ccccc4)C(=O)C3CC(=O)C12 (centres undefined),-15.8,-2.2,-6.9%,7.0
CC1(C)CN=C(c2ccccc2)NC1,-13.2,-1.4,-0.3%,-10.5
Nc1cccnc1S(=O)(=O)c1cccc(C(F)(F)F)c1,36.5[activator],-5.7,0.3%,-0.7
CC(C)(C)OC(=O)N1CCCC(C(=O)Nc2cccc(C(=O)NCCCCc3ccccc3)c2)C1 (centres undefined),1.9,0.4,-0.3%,35.4
CS(=O)(=O)N(CC(=O)N1CCc2ccccc2C1)c1cccc(Br)c1,-8.1,-4.3,-7.3%,-14.2
CC(CCC(=O)NN)C1CCC2C3CCC4CC(O)CCC4(C)C3CCC12C (centres undefined),-6.4,-5.0,-1.5%,-1.7
O=C(CC(=O)c1ccccn1)c1ccccc1,2.0,-16.3,-4.0%,-6.2
COc1ccc(N(CC(=O)NCC2CCCO2)C(=O)CCC(=O)Nc2nccs2)cc1 (centres undefined),9.0,-4.1,4.6%,1.4
O=C(NCc1ccccc1)C1=C[C@H](C2CCCCC2)C[C@H](OCCCCO)O1,6.4,-24.8,?,-4.8
Cc1cc(C)nc(NN=CC2=C(N3CCOCC3)/C(=C/c3ccc(Cl)cc3)CC2)n1,6.9,9.5,-2.3%,14.5
CCCCn1c(N)c(N(C(=O)CSc2nnnn2-c2ccc(C)cc2)C2CCCC2)c(=O)[nH]c1=O,-3.8,4.1,-6.4%,5.1
C=CC1(C)CN(Cc2ccco2)S(=O)(=O)c2c(F)cccc2O1 (centres undefined),-11.9,4.8,-9.7%,3.0
C=CCn1c(=O)/c(=C/c2ccsc2)s/c1=C(\C#N)C(=O)NCCN1CCOCC1,11.5,-1.1,-9.1%,-4.1
CCN(CC)CCSc1nc2c([nH]1)c(=S)n(C)c(=O)n2C,3.7,-1.6,2.2%,8.6
CCOC(=O)c1cnn(-c2sc(C(=O)OCC)c(C)c2C(=O)OCC)c1N,-11.9,8.2,3.6%,-16.6
NC(=O)c1ccsc1NC(=O)c1cccs1,5.3,-17.5,-17.9%,-2.3
COc1ccc(CCN(C)C(=O)c2cc(-c3ccc(C)cc3)nc3ccccc23)cc1OC,7.9,-6.1,-0.3%,-7.3
CC(=NNc1ccc2ccccc2n1)c1ccccc1O,-29.8,-45.3,-9.8%,-4.4
Nc1c(/C=C2/C=CC(=O)C(O)=C2)c(=O)nc2sc(CC(=O)N3CCOCC3)nn12,-6.0,-14.7,-17.3%,2.1
CCOc1c(Cl)cc(CNCC(C)C)cc1Cl,-17.9,0.1,0.4%,1.8
O=C(NCC(=O)N1CCCC(C(F)(F)F)C1)c1cccs1 (centres undefined),17.1,2.0,-2.6%,-8.8
O=C(Nc1ccn(CCCNCC2CCCO2)c(=O)n1)OCc1ccccc1 (centres undefined),-18.0,1.5,5.6%,2.4
C/C(=N\N=C(/C)c1cccc(N)c1)c1cccc(N)c1,-0.4,-2.8,0.5%,2.7
Cc1cccc(NC2=NC3(CCCCC3)N=C(N)N2)c1,-21.1,-3.8,-2.7%,9.5
COC(=O)NN1C(=O)C(c2ccccc2)=C(c2ccc(Cl)cc2)C1=O,-10.4,11.7,3.6%,-4.2
C[C@@H](N)C(=O)N[C@H]1CCC2C3CC=C4C[C@@H](O)CC[C@]4(C)C3CC[C@@]21C (some centres undefined),8.5,-2.4,-1.0%,-5.1
CCCCc1nc2sc3c(=O)[nH]c(=S)[nH]c3c2c2c1CCC2,-6.6,-1.9,-2.6%,9.3
CCCCN(C(=O)c1ccc2c(c1)S(=O)(=O)N=C1CCCCCN12)c1c(N)n(CC(C)C)c(=O)[nH]c1=O,32.9[activator],-0.8,-1.8%,2.8
O=S(OCCN1CCCC1)C(c1ccccc1)c1ccccc1 (centres undefined),9.3,9.2,-15.5%,-26.5
CCOc1ccccc1C(=O)OCC(=O)Nc1cccc(S(=O)(=O)NC2=NCCCCC2)c1,-1.4,-11.7,3.0%,-26.8

# Of the compounds above, 2 contain a COOH group:
SMILES,Giardia killer,KCNH2 WT inh,uPA surface inh,KCNH2 3.1 block
CCOC(=O)N(Cc1ccccc1)Cc1ccc(C(=O)N[C@@H](Cc2ccccc2)C(=O)O)cc1,9.1,-2.4,20.1%,14.7
COc1ccc2c(c1)C(O)C(CO)C(C(=O)O)C2 (centres undefined),-17.1,21.8,0.7%,-2.2

# Next section.
SMILES,Giardia killer,KCNH2 WT inh,uPA surface inh,KCNH2 3.1 block
NC(=O)c1ncn([C@@H]2O[C@H](CNS(=O)(=O)c3cc(S(=O)(=O)c4ccccc4)cs3)[C@@H](O)[C@H]2O)n1,27.6,8.1,5.8%,5.4
Cc1cccc(-c2cc(C(=O)N/N=C/c3cccnc3)c3ccccc3n2)c1,17.1,31.8,-1.9%,5.2
COC(=O)c1ccc(CSc2ncnc3c2sc2nc(N4CCOCC4)c4c(c23)CCCC4)o1,6.7,-1.8,4.6%,-3.0
C=CC(=O)Nc1cccc(Oc2ccnc3[nH]ccc23)c1,-7.8,1.7,-22.3%,-0.4
O=c1ccn([C@@H]2O[C@H](CNS(=O)(=O)c3cc4ccccc4s3)[C@@H](O)[C@H]2O)c(=O)[nH]1,15.3,5.2,5.5%,4.1
COc1ccc(CNc2nc3nc(C)c(Cl)c(C)n3n2)cc1OC,1.9,2.1,-1.3%,-9.6
CCCOC(=O)c1cc(-c2ccc(/C=C3/C(=O)N(C)C(=O)C(C#N)=C3C)o2)ccc1Cl,6.7,11.8,4.2%,6.7
CN1/C(=C/C(=O)COC(=O)C2COc3ccccc3O2)C(C)(C)c2ccccc21 (centres undefined),1.3,-5.6,-1.3%,0.5
CC(=O)c1ccc(CCCCc2ccc(C(C)=O)cc2)cc1,15.5,-3.6,4.5%,-0.8
COc1ccccc1C(C)NC(=O)CCC(=O)N1CCN(S(=O)(=O)c2ccc(Cl)cc2)CC1 (centres undefined),3.8,0.5,-7.1%,15.7
c1ccc2nc(N3CCOCC3)c(N3CCCC3)nc2c1,11.7,0.4,-2.5%,4.7
CCCCC1(CC)COC(c2ccccc2)OC1 (centres undefined),-11.3,-10.3,-0.1%,17.9
CC[C@]12C(=O)N(C)C[C@H]([C@@H]3C(=O)N(C)C(=O)[C@@H]31)N2C(=O)c1ccc(Cl)c(Cl)c1,?,-1.4,18.0%,16.2
COc1ccc(CN2CC[C@H]3C=CC[C@@H](C(=O)NCCc4ccccc4)[C@H]3C2=O)cc1OC,-26.6,-1.0,13.8%,12.4
Cc1csc(N2C(=O)C3C4CCC(O4)C3C2=O)n1 (centres undefined),0.0,10.3,-0.2%,-2.7
COc1ccc(NC(=O)Nc2ccc3[nH]ccc3c2)cc1,-28.0,-3.2,-5.9%,15.4
O=C(CN1CCN(C(=O)C2CCN(C(=O)/C=C/c3ccccc3)CC2)CC1)Nc1ccc(F)cc1,?,-39.0,-9.0%,-98.7*
Cc1nc(SCC(=O)Nc2ccccc2C(F)(F)F)c2c(=O)n(C)c(=O)n(C)c2n1,-3.2,-0.7,7.2%,-0.3
CCN(C(=O)CSc1n[nH]c(-c2ccc(OC)cc2)n1)c1c(N)n(Cc2ccccc2)c(=O)[nH]c1=O,-8.4,-6.8,-5.9%,17.4
O=C(NCCc1ccccc1)c1c[nH]c2ccc(F)cc2c1=O,1.9,-1.9,-0.5%,-2.2
C=CCNC(=O)N1C2=NC(C(=O)OC)=C(C(=O)OC)[C@@H]3N(Cc4ccccc4)c4ccccc4[C@]23C[C@H]1C(=O)OC,7.9,-7.9,4.0%,-13.8
NNc1cccc(C=Cc2ccccc2)cc1=O,53.4[activator],-3.8,-2.6%,8.1
O=C(NCCCc1ccccc1)c1cccc(NC(=O)C2CCC2)c1,1.8,-1.3,11.7%,-1.1
Cc1ccc(C(C(=O)NC(C)(C)C)N(Cc2cccs2)C(=O)c2csnn2)cc1 (centres undefined),-8.5,-3.8,-1.5%,-5.3

# Exported with values under each structure: two of the compounds above
# Order of values – Giardia killer | KCNH2 WT inh | uPA surface inh | KCNH2 3.1 block
- O=C(CN1CCN(C(=O)C2CCN(C(=O)/C=C/c3ccccc3)CC2)CC1)Nc1ccc(F)cc1
 : ? | -39.0 | -9.0% | -98.7*
- Cc1nc(SCC(=O)Nc2ccccc2C(F)(F)F)c2c(=O)n(C)c(=O)n(C)c2n1
 : -3.2 | -0.7 | 7.2% | -0.3

# New compounds follow.
SMILES,Giardia killer,KCNH2 WT inh,uPA surface inh,KCNH2 3.1 block
Cc1cccc(-c2ccc3c(c2)C2CC3CCN2C)c1 (centres undefined),4.1,2.3,-24.7%,-30.0
O=C(Nc1ccccc1Cl)C1C2CCCCC21 (centres undefined),-4.5,-0.6,-1.1%,13.5
Cc1ccc(NC(=S)NC(=O)c2ccc(-c3ccccc3)cc2)cc1,-12.2,5.2,4.7%,3.1
O=C(NNS(=O)(=O)c1ccc([N+](=O)[O-])cc1)c1ccccc1,7.0,5.2,-0.1%,11.4
Cc1ccc(NC(=S)NC(=O)c2cncc(Br)c2)c(C)c1,8.4,1.1,-0.4%,20.8
CCc1nn(CC(=O)NCCCN2CCOCC2)c(=O)c2cc3c(OC)cccc3n12,7.8,9.8,7.0%,-3.8
COC(=O)c1sc(NC(=O)c2ccc(OC)cc2OC)nc1C,?,16.9,-7.0%,-2.8
CCOc1ccc(OCCC(=O)N(CCOC)c2c(N)n(Cc3ccccc3)c(=O)[nH]c2=O)cc1,17.3,6.2,-4.1%,12.9
Cc1ccc(S(=O)(=O)N2CCc3ccccc3CC2)cc1,-3.7,11.2,-14.5%,-15.1
C=CCN(c1ccc(OC)cc1)S(=O)(=O)c1ccc(Cl)c(C(=O)OCC(=O)c2c(N)n(C)c(=O)n(C)c2=O)c1,17.9,-8.7,-7.2%,-4.1
Cc1nc(NCCCN2CCOCC2)c2cnn(-c3ccccc3)c2n1,19.5,-3.5,0.7%,-13.8
CCOC(=O)C1(CCOc2ccccc2)CCN(Cc2ccccc2O)CC1,-16.9,4.8,-7.6%,-27.8
Cn1c(=O)c2c(nc(C3CC4C5CCC(C5)C4C3)n2C)n(C)c1=O (centres undefined),?,-0.9,7.9%,-6.1
CCCCn1c(N)c(N(CCOC)C(=O)CCN2C(=O)C3CC=CCC3C2=O)c(=O)[nH]c1=O (centres undefined),-4.7,-5.4,1.0%,-7.6
